ABCG2 inh – human ABCG2 inhibition, ABCB1 as counter-screen | IgMXP3 cells, JC-1 efflux, flow cytometry | inhibition, % at 6.6 µM | 190,000 tested, 0.1% active | AID 1325;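 active = inhibition above 80%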;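 note: 0% = DMSO and 100% = nicardipine control wells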
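Test system: IgMXP3 (ABCG2) plus far-red-tagged CCRF-Adr (ABCB1) cells / Amount: 3 million cells/mL in well / Reagent: JC-1 transporter substrate / Timing: 10 min compound exposure, 25 °C / Signal: flow cytometry, 530 nm JC-1 signal / Read-out: percent efflux inhibition, scaled nicardipine 100% to DMSO 0% / Benchmarks: nicardipine as high control, DMSO as low control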
Cdc42 wt GTP – modulators (inhibitors or activators) of GTP binding to human Cdc42 wildtype | P60953 | GST-Cdc42 beads, Bodipy-GTP binding, flow cytometry; actives lie on both sides | percent activity (GTP binding), % at 10 µM | 190,000 tested, 0.2% active | AID 761;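 active = percent activity GTP binding at least 20 points away from the 100% baseline, either down as inhibitor or up as activator; inconclusive = compound flagged as likely green fluorescent from well-wide comparison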;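 note: median bead fluorescence of bound Bodipy-FL-GTP at 100 nM; 0% = excess unlabeled GTP control and 100% = no compound control; below 100% means less GTP binding so inhibitor and above means activator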
Avidin bead fluor – avidin bead compound fluorescence profile; Avidin beads, compound fluorescence 488/530 nm, flow cytometry; active compounds read high; fluorescence (KMESF) at 10 µM; 220,000 tested, 0.38% active; AID 1775; in the data active = fluorescence above about 47; note: inactives centre near 10
Rab2A wt mod – changes GTP binding to wildtype dog Rab2A, up or down. 190,000 tested, 0.19% active. GTP binding activity, % at 10 µM. AID 760. GST-Rab2 wt beads, Bodipy-GTP binding, flow cytometry. P61105;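 active = GTP binding activity at least 20 points away from 100%, either lowered or raised; inconclusive = signal likely due to the compound's own green fluorescence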;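 note: 0% = beads with excess unlabeled GTP and 100% = no-compound control corrected for plate trend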
Rac1 wt modul – alters GTP binding to wildtype human Rac1; GST-Rac1 beads, fluorescent GTP binding, flow cytometry; actives lie on both sides; 0 = cold GTP competed, 100 = untreated; GTP binding activity (% of control), % at 10 µM; 190,000 tested, 0.27% active;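 active = GTP binding activity at least 20 points away from the 100% control level, either lower or higher; inconclusive = compound flagged as likely green fluorescent, judged across all proteins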
Rab7 wt modul – modulators of GTP binding to dog Rab7 wildtype GTPase | 190,000 tested, 0.055% active | GTP binding activity (percent of control), % at 10 µM | GST-Rab7 beads, fluorescent GTP binding, flow cytometry; actives lie on both sides; untreated = 100%, excess cold GTP = 0%;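 active = fluorescent GTP binding to Rab7 beads changed by at least 20 points from the 100% baseline, either direction, mostly lower; inconclusive = compound itself probably fluorescent, or too few beads counted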;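 note: median green fluorescence of bound Bodipy-FL-GTP per Rab7 bead population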
Pf gametocyte – P. falciparum stage V gametocyte viability inhibition; P. falciparum stage V gametocytes, ATP luminescence, 24 h; inhibition, % at 10.9 µM; 150,000 tested, 0.065% active;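 active = inhibition above the mean plus 3 SD of compounds within the control limits, set per campaign, cut at about 38% in these data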;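 note: 0% = DMSO wells and 100% = medium only without gametocytes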
Mcl1-Noxa inh – Mcl-1/Noxa interaction inhibition; inhibition, % at 21.7 µM; TR-FRET Mcl-1/Noxa peptide binding, 2 h; 220,000 tested, 1.5% active; Q07820;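 active = compounds that cut the protein-peptide binding signal by more than 50% relative to plate controls in a single-dose test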;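 note: His-tagged Mcl-1 with rhodamine Noxa BH3 peptide and terbium anti-His antibody; 0% = Mcl-1 plus Noxa peptide wells and 100% = peptide-only wells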
HRas wt GTP – modulators of GTP binding to human HRas wildtype | GST-Ras wt beads, Bodipy-FL-GTP binding, flow cytometry; actives lie on both sides | 190,000 tested, 0.14% active | GTP binding activity, % at 10 µM;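 active = GTP binding activity at least 20% away from the 100% baseline, either lowered as inhibitor or raised as activator; inconclusive = flagged as likely green fluorescent, judged across all proteins in the well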;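 note: 0% = unlabeled GTP competition control and 100% = no-compound control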
Rac1 act GTP bind – modulators of GTP binding to human Rac1 activated mutant; AID 764; percent activity (GTP binding), % at 10 µM; P63000; GST-Rac1 activated beads, fluorescent GTP binding, flow cytometry; actives lie on both sides; 100% means binding = to untreated wells; 190,000 tested, 0.11% active;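 active = GTP binding at least 20 percentage points away from the 100% baseline, in either direction, so actives lie on both sides; inconclusive = Compound likely fluorescent itself, or too few beads counted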
ABCB1 block – blocks JC-1 efflux by human ABCB1 transporter. P08183. inhibition, % at 6.6 µM. CCRF-Adr cells, flow cytometry. 190,000 tested, 0.067% active; in the data active = inhibition above about 40%;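 note: 0% = vehicle and 100% = reference inhibitor; higher value means more JC-1 retained so stronger ABCB1 efflux block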
Target sequence (P08183 whole entry, looked up): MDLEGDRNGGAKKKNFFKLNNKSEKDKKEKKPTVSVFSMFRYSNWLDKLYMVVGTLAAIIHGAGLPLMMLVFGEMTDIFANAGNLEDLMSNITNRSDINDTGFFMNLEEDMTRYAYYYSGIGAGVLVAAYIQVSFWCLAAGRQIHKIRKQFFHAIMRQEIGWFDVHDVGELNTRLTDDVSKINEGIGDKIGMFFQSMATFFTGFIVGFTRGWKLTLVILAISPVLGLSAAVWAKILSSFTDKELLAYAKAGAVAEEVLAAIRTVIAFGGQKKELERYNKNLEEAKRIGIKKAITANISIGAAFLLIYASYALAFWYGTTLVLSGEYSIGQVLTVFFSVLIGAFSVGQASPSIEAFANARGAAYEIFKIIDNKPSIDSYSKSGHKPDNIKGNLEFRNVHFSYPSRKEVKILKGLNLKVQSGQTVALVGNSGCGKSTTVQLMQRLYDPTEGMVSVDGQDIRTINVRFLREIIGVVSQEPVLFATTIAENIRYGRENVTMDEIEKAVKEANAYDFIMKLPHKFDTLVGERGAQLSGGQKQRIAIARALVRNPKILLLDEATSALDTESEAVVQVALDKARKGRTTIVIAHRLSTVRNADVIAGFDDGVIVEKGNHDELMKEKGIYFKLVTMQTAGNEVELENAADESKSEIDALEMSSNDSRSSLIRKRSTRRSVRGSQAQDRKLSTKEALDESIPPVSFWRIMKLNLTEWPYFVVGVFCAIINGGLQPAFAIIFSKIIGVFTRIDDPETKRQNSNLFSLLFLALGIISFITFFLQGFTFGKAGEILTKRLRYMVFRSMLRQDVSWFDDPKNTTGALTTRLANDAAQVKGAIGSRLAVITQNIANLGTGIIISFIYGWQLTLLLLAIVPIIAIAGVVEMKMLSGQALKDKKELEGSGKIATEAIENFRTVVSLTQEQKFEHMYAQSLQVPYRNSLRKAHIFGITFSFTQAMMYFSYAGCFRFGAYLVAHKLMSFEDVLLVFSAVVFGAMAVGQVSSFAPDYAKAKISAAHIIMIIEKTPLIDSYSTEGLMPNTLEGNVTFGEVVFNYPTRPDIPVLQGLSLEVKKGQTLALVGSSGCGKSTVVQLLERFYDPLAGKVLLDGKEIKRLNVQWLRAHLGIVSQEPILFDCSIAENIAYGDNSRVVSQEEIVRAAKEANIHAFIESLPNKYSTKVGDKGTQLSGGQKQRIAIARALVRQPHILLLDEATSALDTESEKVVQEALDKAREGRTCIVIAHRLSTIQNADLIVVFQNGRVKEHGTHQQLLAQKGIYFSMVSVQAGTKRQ
* = called active by the depositor; ? = inconclusive; . = no result given. An unsorted share of the library (roughly 2.3% active in at least one column).

SMILES	ABCG2 inh	Cdc42 wt GTP	Avidin bead fluor	Rab2A wt mod	Rac1 wt modul	Rab7 wt modul	Pf gametocyte	Mcl1-Noxa inh	HRas wt GTP	Rac1 act GTP bind	ABCB1 block
NC(=S)N/N=C/c1coc2ccc(Cl)cc2c1=O	9.9	93.0	10	95.0	94.0	98.0	.	14.7	96.0	91.0	0.8
C/C(=N\NC(=S)Nc1cccc(C)c1)c1cccc(N)c1	-3.5	99.0	13	100.0	102.0	102.0	4.6	-57.1	101.0	100.0	-0.6
COc1ccccc1N=Nc1nc(-c2ccccc2)c(-c2ccccc2)[nH]1	5.9	99.0	4	95.0	102.0	99.0	8.9	-2.7	99.0	97.0	0.4
CN(c1ccccc1)S(=O)(=O)c1ccc(C(=O)NCC2CCCO2)cc1 (centres undefined)	4.9	98.0	26	98.0	103.0	98.0	.	-13.5	97.0	97.0	0.6
CC(C)C(=O)Nc1nc2c(ncn2C2CC(O)C(CO)O2)c(=O)[nH]1 (centres undefined)	-0.6	99.0	9	99.0	103.0	94.0	.	2.2	99.0	102.0	-0.2
CCc1nc2ccccc2n(CCOCCOCCn2c(=O)c(CC)nc3ccccc32)c1=O	5.6	100.0	9	99.0	98.0	98.0	18.4	-8.7	101.0	96.0	2.4
CC(C)c1ccc(/C=C2\C(=O)N(CCN3CCOCC3)C(=S)N2C)cc1	4.5	93.0	9	100.0	96.0	103.0	-14.8	-7.9	96.0	94.0	1.6
O=C(NNC(=O)c1cccnc1)Nc1cccc(Cl)c1Cl	1.5	99.0	7	99.0	103.0	101.0	.	9.4	101.0	98.0	0.2
O=C(CCCNS(=O)(=O)c1cccs1)N1CCN(c2ccc(F)cc2)CC1	3.6	107.0	13	108.0	107.0	101.0	-8.6	10.1	108.0	102.0	0.9
N#Cc1ccccc1S(=O)(=O)N1CCN(c2cnccn2)CC1	-0.5	98.0	8	99.0	96.0	96.0	-32.2	-9.3	96.0	92.0	-0.3
Cc1occc1C(=O)Nc1cccc([N+](=O)[O-])c1	12.3	103.0	13	100.0	103.0	98.0	-5.0	5.9	101.0	98.0	0.1
Fc1ccc(-c2nc3n(n2)Cc2ccccc2-3)cc1	9.2	99.0	9	100.0	104.0	100.0	-24.6	8.0	104.0	100.0	-0.6
O=C(CSc1ccccn1)Nc1nncs1	1.3	101.0	4	102.0	102.0	101.0	-13.3	-3.1	101.0	100.0	-0.1
CCc1cccc(CC)c1NC(=O)/C(C#N)=C/c1ccccc1C(F)(F)F	15.7	100.0	9	100.0	104.0	98.0	-2.6	-1.3	100.0	98.0	2.6
COCCOc1ccc(C(F)(F)F)cc1NC(=O)c1ccc(C(F)(F)F)cc1	71.2	104.0	22	101.0	105.0	103.0	9.3	11.2	103.0	98.0	1.6
CN(C)c1nc(N)nc(CSc2nnnn2-c2ccc(C(=O)O)cc2)n1	2.1	97.0	8	95.0	94.0	97.0	-34.9	14.5	97.0	93.0	0.6
C[C@@H]1NC(=O)[C@H](CCC(=O)O)NC(=O)c2cc([N+](=O)[O-])cc(F)c2NCCC[C@@H](C(N)=O)NC1=O	-1.1	102.0	10	102.0	102.0	94.0	-1.2	0.6	98.0	99.0	0.1
CCC(NC(=O)Nc1ncccc1C)(C(F)(F)F)C(F)(F)F	3.1	99.0	12	99.0	99.0	101.0	.	3.6	100.0	98.0	0.8
Cc1ccc(C(=O)Nc2ccccc2C(=O)N2CCOCC2)cc1[N+](=O)[O-]	14.8	101.0	13	99.0	101.0	97.0	1.8	30.0	100.0	99.0	1.1
CCOC(=O)C1C(C(=O)OCC)C1(c1ccccc1)c1ccccc1 (centres undefined)	2.0	103.0	12	100.0	102.0	95.0	9.8	7.2	102.0	103.0	0.9
Cc1nc2ccccc2nc1OCC(=O)N1CCN(c2ccccc2)CC1	8.5	98.0	11	97.0	97.0	96.0	-12.1	2.0	99.0	96.0	2.5
COc1ccccc1Oc1ccc(NC(=O)c2ccccc2)cc1	8.9	96.0	6	98.0	99.0	95.0	20.9	-6.2	97.0	97.0	1.4
COC(=O)c1cccc(S(=O)(=O)N2CCCC2)c1	-0.9	99.0	0	100.0	103.0	94.0	0.0	7.8	100.0	98.0	-0.1
COCCN(Cc1nc(-c2ccc(C(F)(F)F)cc2)no1)C(C)C	3.7	94.0	10	97.0	96.0	102.0	21.7	3.1	98.0	96.0	0.2
COC(=O)c1[nH]nc2c1C(=O)N(Cc1ccccc1)C2=O	2.5	103.0	14	103.0	102.0	97.0	-10.9	7.2	104.0	101.0	0.3
SMILES	ABCG2 inh	Cdc42 wt GTP	Avidin bead fluor	Rab2A wt mod	Rac1 wt modul	Rab7 wt modul	Pf gametocyte	Mcl1-Noxa inh	HRas wt GTP	Rac1 act GTP bind	ABCB1 block
Cc1n[nH]c(C)c1Sc1ccccc1[N+](=O)[O-]	2.7	91.0	23	89.0	94.0	98.0	3.2	-12.0	92.0	90.0	0.5
Cc1ccc(N2C(=O)CSC2c2cccs2)cc1 (centres undefined)	1.3	99.0	39	97.0	98.0	98.0	.	6.2	98.0	97.0	0.4
N#Cc1cc([N+](=O)[O-])ccc1NC(=O)COC(=O)C12CC3CC(CC(C3)C1)C2	3.1	89.0	5	93.0	87.0	102.0	.	13.2	91.0	90.0	-0.6
CC(=O)c1cccc(N(C(=O)CNC(=O)c2ccco2)C(C(=O)NC2CCCC2)c2ccc(C)o2)c1 (centres undefined)	20.6	103.0	9	103.0	106.0	96.0	.	8.8	105.0	106.0	5.4
CN(CC(=O)Nc1cccc(C#N)c1)Cc1ccc(Cl)cc1	3.0	97.0	8	95.0	93.0	93.0	11.1	4.8	94.0	94.0	0.3
CCCCn1c(NC(=O)c2ccccc2Cl)c(C#N)c2nc3ccccc3nc21	1.3	94.0	34	91.0	93.0	92.0	-1.1	-2.0	92.0	92.0	0.2
O=C(N/N=C/c1cn(-c2ccccc2)nc1-c1cccs1)c1ccc(Cl)cc1	6.7	98.0	7	98.0	106.0	99.0	.	-5.5	96.0	97.0	5.2
COc1ccccc1CC(=O)Nc1ccc([N+](=O)[O-])cc1OC	53.1	102.0	12	100.0	104.0	98.0	-34.4	22.4	101.0	101.0	1.9
CC(C)=CC/C=C1\CCC(C(=O)O)C(C(=O)O)C1 (centres undefined)	1.4	91.0	4	92.0	96.0	91.0	.	9.1	93.0	93.0	0.4
CCOCCSC1=C(C#N)C(c2cccs2)C(C(C)=O)=C(C)N1 (centres undefined)	53.5	102.0	20	101.0	105.0	99.0	-12.7	-5.8	101.0	103.0	1.9
CCOC(=O)c1ccc(-c2ccc(/C=C(\C#N)C(=O)NCc3cccs3)o2)cc1	2.2	99.0	12	101.0	101.0	106.0	-6.8	12.4	102.0	100.0	0.1
N#CC(c1ccccc1)c1ccc(C(=O)c2ccc(F)cc2)cc1 (centres undefined)	2.9	99.0	26	96.0	97.0	97.0	.	7.3	100.0	95.0	0.4
Cc1cc2ccccc2n1CCNC(=O)c1ccc(S(=O)(=O)N2CCOCC2)cc1	21.7	103.0	12	101.0	109.0	99.0	13.5	8.5	101.0	101.0	0.7
CCOC(=O)C1(C)C=C(Nc2ccc(OCC)cc2)C(=O)N1c1ccccc1 (centres undefined)	5.9	95.0	7	96.0	102.0	93.0	-2.9	-1.8	97.0	99.0	0.4
CCOC(=O)c1cnc(-c2ccccc2)nc1N1CC(C)OC(C)C1 (centres undefined)	3.0	89.0	4	96.0	100.0	102.0	.	-7.3	95.0	94.0	0.1
C=CCNC(=O)c1cc(Cl)ccc1Cl	4.3	?	23	?	?	?	1.6	1.1	?	?	0.3
Cc1csc(NC(=O)c2cccc(S(=O)(=O)N3CCCCC3)c2)n1	6.6	99.0	25	96.0	94.0	93.0	32.6	21.2	97.0	96.0	1.2
CCc1ccc(NC(=O)CSc2nnc(SCC(=O)Nc3ccc(CC)cc3)n2N)cc1	2.7	?	9	?	?	?	.	7.2	?	?	0.5
COc1ccc(C/C(C)=N/Nc2nc(C)cc(=O)[nH]2)cc1	8.3	95.0	9	100.0	91.0	95.0	-3.2	2.9	90.0	93.0	0.8
CC(C)n1c(SCC(=O)N2c3ccccc3Sc3ccccc32)nc2c1c(=O)n(C)c(=O)n2C	-2.6	103.0	10	101.0	106.0	102.0	.	-5.5	103.0	98.0	-1.1
Cc1ccc(SCCC(=O)N2CCC(C(N)=O)CC2)cc1	1.1	?	5	?	?	?	.	7.8	?	?	0.2
Cc1ccc(-n2c(C)cc(C(=O)CSc3n[nH]c(N)n3)c2C)cc1	0.2	96.0	26	95.0	96.0	98.0	3.0	4.7	99.0	95.0	-0.1
CC(C)[C@H](NC(=O)c1ccco1)C(=O)OCC(=O)Nc1ccc(F)cc1	19.5	102.0	10	100.0	101.0	96.0	-3.1	14.5	100.0	97.0	2.0
Cn1ncc2c(N3CCN(c4ccc(Cl)c(Cl)c4)CC3)ncnc21	18.0	98.0	10	96.0	101.0	96.0	24.4	8.8	98.0	100.0	1.0
N#Cc1cccc(NC(=O)CN2NS(=O)(=O)c3ccccc3C2=O)c1	3.2	98.0	11	98.0	91.0	99.0	.	.	96.0	95.0	0.6
O=C(NCCc1ccccc1)C1CCC(CNS(=O)(=O)c2cccs2)CC1 (centres undefined)	3.6	100.0	9	99.0	99.0	96.0	.	1.1	99.0	94.0	0.3
Cc1nc2ccccn2c1/C(O)=C1\C(=O)C(=O)N(CCN2CCOCC2)C1c1cccnc1 (centres undefined)	2.4	106.0	29	104.0	104.0	104.0	.	20.9	103.0	102.0	0.9
Cc1ccc2nc(SCC(=O)Nc3ccc4c(c3)CCC4)[nH]c2c1	50.4	99.0	12	98.0	102.0	100.0	17.0	-6.3	97.0	98.0	5.7
CN(C)Cc1n[nH]c(=O)c2ccccc12	3.0	101.0	9	103.0	101.0	99.0	11.2	3.4	101.0	97.0	0.3
Cc1ccc(OCCCCN(C)Cc2ccccc2)c(Br)c1	-0.1	102.0	14	101.0	106.0	98.0	16.0	38.8	101.0	101.0	10.0

Looked up one by one from the list above:
SMILES	ABCG2 inh	Cdc42 wt GTP	Avidin bead fluor	Rab2A wt mod	Rac1 wt modul	Rab7 wt modul	Pf gametocyte	Mcl1-Noxa inh	HRas wt GTP	Rac1 act GTP bind	ABCB1 block
Cc1ccc(-n2c(C)cc(C(=O)CSc3n[nH]c(N)n3)c2C)cc1	0.2	96.0	26	95.0	96.0	98.0	3.0	4.7	99.0	95.0	-0.1
N#Cc1cc([N+](=O)[O-])ccc1NC(=O)COC(=O)C12CC3CC(CC(C3)C1)C2	3.1	89.0	5	93.0	87.0	102.0	.	13.2	91.0	90.0	-0.6
